ASM inhibitor – human S-ASM enzyme inhibition; hit rate 0.006% among 340,000; P17405; placental ASM, HMU-PC fluorogenic substrate, 60 min; Potency, µM (doses to about 57.5 µM), without a hit: top-dose activity change, negative = inhibition, usual class: inhibitors; note: potency is the fitted concentration of half-maximal effect
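Fluorescence read-out (Ex 386 nm, Em 447 nm) after stopping the reaction at pH 10. Enzyme: ASM from human placenta; substrate HMU-PC0, 9 uM final; 60 min, 37 °C. Compound preincubation 10 min, ambient temperature.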
B2AR arrestin – beta2AR (human) beta-arrestin recruitment activity; P07550; beta-arrestin recruitment to beta2AR, cell-based reporter; Potency, µM (top dose mostly 46.1 µM), inactives show top-dose activation, most hits filed as activators; hit rate 0.02% among 330,000; AID 492947;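 note: potency is the fitted concentration of half-maximal effect; 0% = DMSO controls and full agonism = EC100 isoproterenol or metaproterenol; nearly all actives have a fitted effect of over 65% in size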
Target sequence (P07550 whole entry, looked up): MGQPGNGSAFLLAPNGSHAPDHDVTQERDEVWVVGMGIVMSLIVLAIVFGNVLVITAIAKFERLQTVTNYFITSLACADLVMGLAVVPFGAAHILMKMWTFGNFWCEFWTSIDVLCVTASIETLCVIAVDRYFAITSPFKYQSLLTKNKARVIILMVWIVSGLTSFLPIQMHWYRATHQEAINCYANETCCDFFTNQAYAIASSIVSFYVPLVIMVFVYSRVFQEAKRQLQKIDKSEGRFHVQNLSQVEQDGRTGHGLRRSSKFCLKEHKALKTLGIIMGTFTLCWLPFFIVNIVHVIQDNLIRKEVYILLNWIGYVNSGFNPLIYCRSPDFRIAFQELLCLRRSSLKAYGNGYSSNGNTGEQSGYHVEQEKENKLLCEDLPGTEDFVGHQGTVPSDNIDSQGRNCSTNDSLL
TRPV1 ag – agonists of human vanilloid receptor 1 (TRPV1); Q8NER1; TRPV1-expressing cells, Fluo-8 calcium influx, agonist mode; activation, % at 8.33 µM; hit rate 0.19% among 320,000; AID 540275; in the data active = activation above about 80%; inconclusive = between about 30% and that limit; note: 0% is about no effect
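Cells expressing TRPV1 were dye-loaded with Fluo-8 and read kinetically: 10 s baseline, 3 min after compound (agonist portion), then 2 min after EC20 capsaicin (allosteric enhancer portion). Calcium-bound dye fluorescence at 480/520 nm.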
uPA surface inh – inhibitors of cell surface uPA generation; cell surface uPA generation assay, qHTS; Potency, µM (top dose mostly 38.3 µM), for inactives: at the top dose activity change, negative = inhibition, hits mostly inhibitors; hit rate 0.31% among 330,000; AID 540303; active = well fitted inhibition curve with a large enough effect; inconclusive = small, poorly fitted or top-dose-only effect; inactive = no such curve, though single readings can be large or run the other way; tested in mouse RAW 264.7 cells; note: potency is the fitted concentration of half-maximal effect; % is set by controls: 0 for no effect and ±100 for the full control effect; nearly all actives have a fitted effect of over 55% in size
Eya2 inh – inhibitors of human Eya2 phosphatase activity; recombinant Eya2, OMFP fluorescence dephosphorylation (OMFP is methylfluorescein phosphate); O00167; Potency, µM (highest dose often 76.9 µM), for inactives: top-dose activity, negative = inhibition, most hits filed as inhibitors; hit rate 0.006% among 330,000; AID 488837; note: potency is the fitted concentration of half-maximal effect; % is set by controls: 0 for no effect and ±100 for the full control effect
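Eya2 protein (added as 0.2 uM solution) was preincubated with compound for 10 min at ambient temperature in 50 mM HEPES pH 7.5, 50 mM NaCl, 5 uM MgCl2, 0.05% BSA, 1 mM DTT. OMFP (added at 50 uM) then reacted 10 min; fluorescence read at 485/525 nm.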
PTAP TSG101 blk – blocks PTAP/TSG101 interaction to inhibit HIV-1 budding; 340,000 tested, under 10 active; AID 493005; Fluorescence polarization, FITC-PTAP peptide / Tsg101 binding; Q99816; Potency, µM (doses to about 115 µM), for the others: at the top dose activity change, negative = inhibition, usual class: inhibitors; active = well fitted inhibition curve with a large enough effect in the main read-out, with a control signal flat, not every such curve was filed as active; inconclusive = small, poorly fitted or top-dose-only effect, or effect the other way, or a change in a side signal; inactive = no such curve, though single readings can be large or run the other way; note: potency is the fitted concentration of half-maximal effect; % of control where 0% means no effect
Target sequence (Q99816 whole entry, looked up): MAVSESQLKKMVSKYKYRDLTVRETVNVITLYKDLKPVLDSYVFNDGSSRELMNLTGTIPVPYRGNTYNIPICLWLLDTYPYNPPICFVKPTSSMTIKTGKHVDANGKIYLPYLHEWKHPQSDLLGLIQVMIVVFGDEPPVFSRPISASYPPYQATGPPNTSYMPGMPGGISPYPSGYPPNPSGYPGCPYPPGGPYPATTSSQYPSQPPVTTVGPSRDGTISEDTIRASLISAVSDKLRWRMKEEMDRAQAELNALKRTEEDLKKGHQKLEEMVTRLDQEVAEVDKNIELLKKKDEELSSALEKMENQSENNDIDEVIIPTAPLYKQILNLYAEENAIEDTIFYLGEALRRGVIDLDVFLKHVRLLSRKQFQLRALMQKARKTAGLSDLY
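Tsg101 binding domain (10 uM final) was mixed with compound and a FITC-labeled PTAP peptide (50 nM final) in HEPES pH 7.5 buffer with NaCl, Tween 20, EDTA and TCEP; fluorescence polarization was read after 20 min at r.t.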
USP2a inh – blocks human ubiquitin-specific protease USP2a | USP2 core, Ub-CHOP2 coupled fluorogenic reporter, 485/531 | hit rate 0.01% among 330,000 | Potency, µM (series often up to 38.3 µM), inactives show at the highest dose activity change, negative = inhibition, most hits filed as inhibitors;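 note: potency is the fitted concentration of half-maximal effect; plate controls were DMSO wells for no effect and full inhibition by NEM control for full effect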
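Deubiquitinase activity read as fluorescence (485/531 nm) after Ub-CHOP2 cleavage activates the enterokinase reporter on its substrate; USP2 core 10nM, Ub-CHOP2 and substrate 25nM each, 30min compound preincubation then 60min RT; data normalized to NEM, curves fitted.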
ELG1 genotoxic – inducers of genotoxicity in HEK293T ELG1-luciferase cells | Potency, µM (titrated, usually from 46 µM), without a hit: at the top dose activity change, positive = activation, actives largely listed as activators | HEK293T ELG1-luciferase reporter, luminescence, 16 h | AID 504466 | hit rate 1.3% among 330,000; note: potency is the fitted concentration of half-maximal effect; % of control where 0% means no effect; nearly all actives have a fitted effect of over 60% in size
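Genotoxicity was scored as increased ELG1-luciferase reporter signal, measured by ONE-Glo luminescence (30 min, room temperature). Compound or vehicle exposure of the HEK293T reporter cells lasted 16 hr at 37°C.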
a7 integrin act – integrin-mediated muscular dystrophy alleviation activation | alpha7betagal myoblasts, beta-gal FDG fluorescence, 48 h | hit rate 0.064% among 350,000 | Potency, µM (doses to about 38.3 µM), inactives show top-dose activation, actives largely listed as activators;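 note: potency is the fitted concentration of half-maximal effect; 100% = response of the positive control SU9516; nearly all actives have a fitted effect of over 60% in size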
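alpha7betagal+/- myoblasts (passage 13, 250/well) treated 48 h at 37C with compounds at 1:260 dilution of DMSO stock. Lysed, then beta-galactosidase activity read as FDG fluorescence (ex 480/em 540) after 30 min, with pre-read for autofluorescence.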
p53 reactivator – restores transcriptional activity of mutant p53. H1299 p53-A138V BP100-luciferase reporter, luminescence, 24 h. Potency, µM (top dose mostly 92.2 µM), for inactives: at the highest dose activity change, positive = activation, actives largely listed as activators. hit rate 0.063% among 320,000. AID 504706; note: potency is the fitted concentration of half-maximal effect; % of control where 0% means no effect; nearly all actives have a fitted effect of over 45% in size
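H1299 (p53-null), stable ts p53-A138V + BP100-Luc; 1000 cells/well, Opti-MEM/10% FBS; cpd 4 pt, 1:5; 24 h, 37 deg C, 5% CO2; detection reagent 10 min RT; luminescence.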
BRCA1 expr up – increases BRCA1 expression. hit rate 1.1% among 380,000. MCF7-BRCA1-FFLuc reporter, luminescence, 48 h; response scale: scaled: vehicle 0%, 10 µM genistein 100%. Potency, µM (highest dose often 46.1 µM), without a hit: at the highest dose activation, most hits filed as activators; note: potency is the fitted concentration of half-maximal effect; nearly all actives have a fitted effect of over 80% in size; some results filed as inactive show a strong effect at the top dose
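Luminescence from a BRCA1-driven firefly luciferase in MCF7 cells was the read-out, taken 15 min after substrate addition following 48 h compound exposure at 37 °C. Data were normalized to a 10 microM genistein control and DMSO vehicle.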
* marks the source's active call; other numbers are inactive results; ? = inconclusive; nt = not tested or not shown; [ ] = another dose, or the depositor's remark. Unless noted, calls come from the whole dose curve; as a rule, active = well fitted curve in the direction sought with a large enough effect; inconclusive = small, poorly fitted or top-dose-only effect, or another doubt; inactive = no such curve, though single readings can be large; an effect the other way counts as inactive or inconclusive.

SMILES | USP2a inh | BRCA1 expr up | ELG1 genotoxic | Eya2 inh | uPA surface inh | ASM inhibitor | a7 integrin act | p53 reactivator | B2AR arrestin | PTAP TSG101 blk | TRPV1 ag
O=[N+]([O-])c1ccc(CN2CCOCCOCCN(Cc3ccc([N+](=O)[O-])cc3)CCOCC2)cc1 | -2% | -39% | -4% | -1% | -5% | 1% | -13% | -7% | -0.9% | -1% | 3
CCN(CC)S(=O)(=O)c1ccc2c(c1)nc(SCC(=O)N(C)C1CCS(=O)(=O)C1)n2CC (stereo not drawn) | 0% | 2% | 2% | -9% | -4% | -2% | -12% | 13% | 0.1% | -4% | -2
O=C1CC(c2ccccc2)c2ccccc21 (stereo not drawn) | 5% | -4% | 5% | -2% | -3% | 10% | -18% | 0% | 0.1% | -2% | 9
CN1Cc2cccc3c2C(Cc2ccccc2S3)C1 (stereo not drawn) | 1% | -43% | 0% | 0% | 2% | 2% | -15% | 0% | -0.9% | -3% | 11
O=c1c([N+](=O)[O-])cccn1Cc1ccccc1Cl | -1% | -23% | -18% | 2% | -12% | -4% | -11% | 21% | -0.1% | -2% | 1
CCOc1ccc(N(CC(=O)NC2CCCCC2)S(=O)(=O)c2c(C)noc2C)cc1 | -1% | 0% | 2% | -9% | 4% | 0% | -14% | -4% | -0.5% | -1% | 4
C=CCOc1ccc(C2=NO[C@@H]3[C@@H]4C[C@@H]([C@H]5C(=O)N(C)C(=O)[C@@H]45)[C@H]23)cc1 | 2% | -11% | -9% | ? | 0% | -3% | 25% | -3% | -0.1% | -4% | 1
Cc1ccc(-c2c(NC(=O)C(C)C)n(C)c3ccccc3c2=O)cc1 | 1% | -9% | 0% | -12% | -3% | 8% | -4% | 0% | 5.2% | -6% | 0
Cc1cc(CNC(=O)c2cccnc2Cl)c2ccccc2n1 | -1% | 9% | -9% | -19% | -10% | 1% | 19% | -4% | -0.1% | -3% | 1
COc1ccc(C(O)(CC(C)C)C(CN2CCOCC2)c2ccccc2)cc1 (stereo not drawn) | 1% | -83%[inhibitor] | -15% | -11% | 1% | 2% | -44% | 0% | 0.2% | 5% | ?
COc1cc(/C=C2\SC(=Nc3cccnc3)NC2=O)cc(OC)c1OC | 6% | -79% | 11% | 24% | 0% | -2% | 16% | -2% | -0.7% | 14% | nt
CC(C)c1nc(-c2ccccn2)no1 | 0% | 62% | 17% | -15% | 2% | 1% | 20% | 7% | 0.0% | -2% | 0
CS(=O)(=O)N(CC(=O)N1CCCCC1)c1ccc(Cl)c(C(F)(F)F)c1 | 1% | -18% | -6% | -12% | -2% | 0% | -16% | -1% | -0.8% | -7% | 3
CCN(CC)S(=O)(=O)c1cccc(-c2nnc(SCC(=O)N3CCC(C(=O)O)CC3)n2N)c1 | 11% | 12% | -2% | 20% | -2% | -1% | 16% | 2% | 0.0% | -3% | -1
O=C1CCCC(O)=C1C=NCCc1ccccc1 | 3% | 14% | 1% | 7% | 0% | 1% | -11% | 25% | 0.0% | -2% | -4

SMILES | USP2a inh | BRCA1 expr up | ELG1 genotoxic | Eya2 inh | uPA surface inh | ASM inhibitor | a7 integrin act | p53 reactivator | B2AR arrestin | PTAP TSG101 blk | TRPV1 ag
Cc1cccc(-c2cc3nc4c(c(N5CCCC(O)C5)n3n2)CCC4)c1 (stereo not drawn) | -7% | -59% | -15% | -14% | 10% | -7% | -1% | -4% | -0.2% | -3% | 26
O=C1c2ccccc2C(=O)N1c1cccc2ccccc12 | 2% | -10% | 2% | -7% | -3% | -2% | -6% | nt | -0.1% | 0% | 6
CCOC(=O)[C@H]1[C@H]2COc3ccc(Cl)cc3[C@@H]2N2C(=O)[C@H](C)NC(=O)[C@@]12C | nt | 28% | nt | nt | -2% | 0% | 0% | nt | nt | -5% | nt
O=C(Nc1ccccc1C(=O)NCCCN1CCOCC1)c1ccc(Cl)cc1 | 0% | -16% | -9% | 8% | 15% | -1% | -5% | 7% | 0.0% | nt | 13
O=C1/C(=C/c2c[nH]c3ccccc23)CCC/C1=C\c1c[nH]c2ccccc12 | 6% | -83% | 7% | 5% | -5% | -6% | -8% | -4% | 0.8% | ? | 1
COc1cccc(CN(C)C(=O)c2ccc(C)c(S(=O)(=O)N3CCCCC3)c2)c1 | 2% | -1% | -3% | -12% | -10% | -1% | -9% | -3% | -0.2% | 0% | 12
CCOC(=O)N1CCC(NC(=O)CCC(=O)N2CC(C)Oc3ccc(Cl)cc32)CC1 (stereo not drawn) | 3% | -7% | -7% | -3% | 3% | 1% | -11% | -5% | 0.0% | -3% | 8
CCCN(CC(=O)Nc1ccccc1C)C(=O)C1CC(=O)N(Cc2ccccc2)C1 (stereo not drawn) | 1% | 0% | -11% | -6% | -15% | nt | 6% | -5% | -0.3% | 1% | -5
COc1ccc(N2CCN(C(c3cc(OC)ccc3OC)c3nnnn3CC3CCCO3)CC2)cc1 (stereo not drawn) | -2% | 0% | 3% | -12% | -1% | 2% | 3% | -8% | -0.3% | -7% | 2
CC[C@H]1c2[nH]c3ccccc3c2C[C@H]2C(=O)N(c3ccc(F)cc3)C(=O)N21 | 2% | -5% | 2% | -34% | 4% | -7% | 24% | -1% | -0.2% | -3% | 8
CN(C)c1ccc(P(=O)(OC2CCCCC2)C(Nc2ccccc2)c2cccnc2)cc1 (stereo not drawn) | 2% | -30% | -10% | 3% | -2% | -3% | -24% | -7% | -0.2% | 0% | 20
Cc1cc(Cl)ccc1NC(=O)C1CCCN1C(=O)c1cccs1 (stereo not drawn) | 2% | 1% | 1% | 3% | -4% | 0% | -16% | -7% | -0.5% | 1% | 1
c1ccc(Cn2ncc3c(N4CCOCC4)ncnc32)cc1 | -2% | -21% | 1% | 4% | -1% | 1% | 16% | -1% | 0.1% | 2% | 4
CN(Cc1cccs1)C(=O)Cn1cnc2ccccc2c1=O | 1% | -1% | 2% | -13% | 7% | -6% | 18% | 1% | 0.0% | 0% | -1
CCC(=O)Nc1ccc(Nc2nc(Cl)nc(Nc3ccc(NC(=O)CC)cc3)n2)cc1 | -1% | 6% | 3% | 6% | 5% | 2% | 1% | ? | 0.0% | 3% | -2

SMILES | USP2a inh | BRCA1 expr up | ELG1 genotoxic | Eya2 inh | uPA surface inh | ASM inhibitor | a7 integrin act | p53 reactivator | B2AR arrestin | PTAP TSG101 blk | TRPV1 ag
CC(CNC(=O)CN1C(=O)NC2(CCCCC2C)C1=O)c1ccccc1 (stereo not drawn) | 1% | -2% | 0% | 7% | 3% | 2% | 4% | 9% | -0.1% | -1% | 7
COC(=O)c1ccc2cc(OC)cc([N+](=O)[O-])c2n1 | nt | -16% | nt | nt | -1% | -1% | -2% | nt | nt | 0% | nt
COC(=O)c1cc(C#N)c(Oc2ccccc2)nc1C | nt | -10% | nt | nt | -5% | -1% | -2% | nt | nt | -3% | nt
C/C(CCc1ccccc1)=N/NC(=O)C(=O)NC(C)c1ccccc1 (stereo not drawn) | 4% | -7% | -3% | 4% | -1% | -1% | -20% | -4% | ? | -1% | 2
Nc1o[nH]c(=O)c1C1CCCCC1 | nt | 9% | nt | nt | 3% | 6% | 0% | nt | nt | -4% | nt
Nc1nc2ccccc2n1C(=O)c1ccc(F)cc1 | -1% | -6% | 1.2µM* | 2% | -14% | 1% | 3% | -3% | 0.2% | -4% | 7
COc1ccc(C(=O)NCCc2nnc(SCC(=O)Nc3ccccc3C(C)C)n2C)cc1 | 0% | 0% | -2% | 2% | nt | 2% | -24% | -3% | -0.1% | -4% | -2
CCOC(=O)C1CCCN(CC(=O)c2c[nH]c3ccc(C)cc23)C1 (stereo not drawn) | 2% | -5% | -5% | 9% | -1% | 0% | 6% | -8% | 0.2% | -6% | 6
COC(=O)CCc1sc(Nc2ccc(Br)cc2)nc1-c1ccc(OC)cc1 | 0% | -23% | 0% | -2% | -7% | -3% | -29% | -5% | -0.5% | -2% | -1
Cc1ccc(NCc2nnc(SCC(=O)Nc3ccccc3)n2CC2CCCO2)c(C)c1 (stereo not drawn) | 0% | -14% | 4% | -27% | -3% | -1% | -7% | 11% | -0.9% | -9% | -3
CC(=O)c1ccc(NC(=O)C(C)OC(=O)c2ccc(NS(=O)(=O)c3ccc(F)c(F)c3)cc2)cc1 (stereo not drawn) | -5% | 6% | 0% | 3% | 0% | -19% | 9% | -4% | -0.8% | 2% | -4
O=C(Nn1c(-c2ccncc2)nc2ccccc2c1=O)c1ccccc1Br | 5% | -16% | 1% | -4% | 2% | 2% | -22% | -9% | 0.0% | -1% | -1
Nn1cnc2scc(-c3cccs3)c2c1=O | 2% | -24% | -1% | 7% | 0% | -1% | 5% | -2% | 0.3% | -11% | 0
